STK33 kinase inh: blocks human STK33 kinase activity | inhibition, % at 10 µM | purified STK33, MBP phosphorylation, ADP-Glo luminescence | AID 2661 | actives 0.073% (n = 320,000) | Q9BYT3;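 active = inhibition at or above 25%, using the most active replicate where run in duplicate; inactive = inhibition below 25%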
Target sequence (Q9BYT3 whole entry, looked up): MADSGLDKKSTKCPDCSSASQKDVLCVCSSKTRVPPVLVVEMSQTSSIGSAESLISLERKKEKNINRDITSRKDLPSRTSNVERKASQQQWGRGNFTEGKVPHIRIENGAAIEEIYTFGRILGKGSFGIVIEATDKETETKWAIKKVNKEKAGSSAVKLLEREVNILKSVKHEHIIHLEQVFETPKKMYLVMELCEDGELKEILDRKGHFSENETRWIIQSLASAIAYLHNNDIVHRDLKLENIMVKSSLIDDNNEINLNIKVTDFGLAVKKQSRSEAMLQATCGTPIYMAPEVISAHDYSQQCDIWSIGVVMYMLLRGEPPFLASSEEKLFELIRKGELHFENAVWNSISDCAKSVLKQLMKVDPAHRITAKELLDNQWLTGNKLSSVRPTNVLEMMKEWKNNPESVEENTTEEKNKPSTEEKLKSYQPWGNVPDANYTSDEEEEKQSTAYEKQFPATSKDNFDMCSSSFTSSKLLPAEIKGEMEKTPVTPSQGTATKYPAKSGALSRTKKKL
OX1R FRET antag: blocks the human orexin 1 receptor; O43613; OX1R-expressing cells, FRET antagonist read-out; inhibition, % at 6.6 µM; actives 1.8% (n = 330,000); in the data active = inhibition mostly above about 38%, no sharp cut-off; inactive = mostly below about 40%;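 note: 0% = agonist challenge alone and 100% = reference antagonist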
Target sequence (O43613 whole entry, looked up): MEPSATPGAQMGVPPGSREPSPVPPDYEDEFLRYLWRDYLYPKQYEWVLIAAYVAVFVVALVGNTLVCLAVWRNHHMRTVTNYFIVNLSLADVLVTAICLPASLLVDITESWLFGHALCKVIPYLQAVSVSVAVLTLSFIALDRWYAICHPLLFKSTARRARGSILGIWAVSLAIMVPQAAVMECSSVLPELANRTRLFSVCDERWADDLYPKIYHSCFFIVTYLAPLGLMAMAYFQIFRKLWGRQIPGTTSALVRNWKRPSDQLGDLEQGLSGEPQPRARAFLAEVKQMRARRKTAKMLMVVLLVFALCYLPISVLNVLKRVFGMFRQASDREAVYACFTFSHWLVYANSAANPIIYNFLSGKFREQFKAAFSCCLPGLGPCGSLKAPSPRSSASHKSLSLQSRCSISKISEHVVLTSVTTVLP
Active calls of the source: *; nt = no result given.

SMILES | STK33 kinase inh | OX1R FRET antag
COc1ccc(S(=O)(=O)N(CC(=O)NCc2cccnc2)c2ccc(C)cc2)cc1OC | -0.7 | 10
CSc1nc2nc(-c3ccc(F)cc3)c(CCN3CCN(C)CC3)cn2n1 | -1.0 | 14
Cc1ccc2c(c1)C1(C(=O)N2C)N2CC3(C)CN1CC(C)(C2)C3=O (stereo not drawn) | -1.1 | 24
COc1ccc(NC(=O)CCC(=O)c2cccs2)cc1Cl | -1.2 | 20
O=C(Nc1ccccc1)N1CCN(c2ccccn2)CC1 | -1.1 | 19
CCN1CCN(C(=S)Nc2cccc([N+](=O)[O-])c2)CC1 | -0.3 | 28
CCOC(=O)C1CCN(C2CC(=O)N(c3cccc(Cl)c3)C2=O)CC1 (stereo not drawn) | 1.4 | 1
O=C1C(c2ccc(F)cc2)N(Cc2ccc3c(c2)OCO3)C(=O)CN1C1CCCC1 (stereo not drawn) | -0.2 | 29
COc1ccc(OC)c(NC(=O)Cn2c(=O)oc3ccccc32)c1 | -4.2 | 23
O=C(CC1NCCNC1=O)Nc1ccc([N+](=O)[O-])cc1 (stereo not drawn) | -0.7 | 22
N#CCCN1CCN(C(=O)c2c(N)no[n+]2[O-])CC1 | -1.4 | 1
CCc1cccc(NS(=O)(=O)c2ccc(-n3cccn3)cc2)c1 | -1.6 | 14
CC(=O)N(Cc1cccs1)Cc1cc2ccc(C)c(C)c2nc1Cl | -3.3 | 23
COc1ccc(CCNCC(=O)Nc2ccc(C)c(Br)c2)cc1OC | 0.0 | 3
Cc1cccc(CSCCNC(=O)CN(c2cc(C)cc(C)c2)S(C)(=O)=O)c1 | -1.9 | 24
CC(C)(C)n1nnnc1C(c1cccs1)N(Cc1ccccc1)Cc1ccco1 (stereo not drawn) | -2.3 | 26
COc1ccc(S(=O)(=O)N/N=C/c2ccc(OCCN3CCOCC3)c(OC)c2)cc1 | -0.7 | -1
COc1ccc(S(=O)(=O)N2CCC(C(=O)NCc3ccncc3)CC2)cc1OC | 0.1 | 8
O=[N+]([O-])c1ccc(NCCCO)c(S(=O)(=O)N2CCOCC2)c1 | -2.2 | 48
CCCCCCNc1c([N+](=O)[O-])cc(C)cc1[N+](=O)[O-] | -1.7 | 3
O=C(COC(=O)C1=COCCO1)NC1CCCCC1 | -0.2 | 0
C/C(=N\NC(=O)CSCc1ccccc1Cl)c1cc(O)ccc1O | 20 | 31
C[C@H]1CN([C@@H](C)CO)C(=O)Cc2cc(NC(=O)CCC(F)(F)F)ccc2O[C@H]1CN(C)CC1CC1 | -0.3 | 9
CCNC(=S)Nc1cc(OC)c(NC(=O)c2ccco2)cc1OC | 2.4 | 15
CC(C)(C)c1cccc(P(=O)(c2ccccc2)c2ccccc2)c1O | -1.1 | 24

Part of the list above, set out differently.
SMILES	STK33 kinase inh	OX1R FRET antag
COc1ccc(S(=O)(=O)N/N=C/c2ccc(OCCN3CCOCC3)c(OC)c2)cc1	-0.7	-1
Cc1cccc(CSCCNC(=O)CN(c2cc(C)cc(C)c2)S(C)(=O)=O)c1	-1.9	24
O=C1C(c2ccc(F)cc2)N(Cc2ccc3c(c2)OCO3)C(=O)CN1C1CCCC1 (stereo not drawn)	-0.2	29
COc1ccc(CCNCC(=O)Nc2ccc(C)c(Br)c2)cc1OC	0.0	3
O=C(COC(=O)C1=COCCO1)NC1CCCCC1	-0.2	0
CCc1cccc(NS(=O)(=O)c2ccc(-n3cccn3)cc2)c1	-1.6	14
CCCCCCNc1c([N+](=O)[O-])cc(C)cc1[N+](=O)[O-]	-1.7	3

The listing continues.
SMILES | STK33 kinase inh | OX1R FRET antag
CN(/N=C/c1ccccc1O)C(=S)c1ccccc1 | -0.3 | 13
COc1ccc(NC(=O)c2ccco2)c2ccccc12 | -0.3 | nt
CCOC(=O)c1c(N)sc(C(=O)N(CC)CC)c1C | -1.1 | 22
Cc1cc(C)c(S(=O)(=O)c2ccccc2)c(N(C)C)n1 | -1.0 | 40
COc1ccc(-c2noc(=O)n2Cc2ccccc2Cl)cc1 | -2.7 | 9
CCCCn1c(N)c(N(CCOC)C(=O)C(C)Oc2ccc(Cl)cc2)c(=O)[nH]c1=O (stereo not drawn) | nt | 16
CCOP(=O)(O)c1ccccc1OCCOCCOc1ccccc1P(=O)(O)OCC | 1.7 | 10
CCc1ccc(-c2cn(-c3nc(C)cc(C)n3)c(=N)o2)cc1 | -2.7 | 13
O=C(/C=C/c1ccco1)Nc1ccc(C(=O)N2CCOCC2)cc1 | 1.9 | 20
Cc1nn(C)c(C)c1S(=O)(=O)N1CCc2ccccc21 | 0.1 | 18
O=C1C=C(c2ccc(Oc3ccccc3)cc2)C[C@@H](c2ccc(Cl)cc2)C1 | -5.2 | 2
CCC(C)NC(=O)Cn1nc(Cc2ccncc2)c2ccccc2c1=O (stereo not drawn) | -0.6 | 2
COc1ccc(/C=C/C(=O)c2cc(Br)ccc(=O)c2O)cc1 | -0.5 | 15
COc1ccc(CN2CSC(=S)N(Cc3ccccc3)C2)cc1 | -0.6 | -2
COc1cc(C(=O)NNC(=O)NC2CCCCC2)cc(OC)c1OC | 0.1 | 12
CCOC(=O)C1(CCOc2ccccc2)CCN(Cc2cc(OC)cc(OC)c2)CC1 | -2.2 | 7
CC(C)CNC(=O)COC(=O)c1ccccc1SCC(=O)NCC(C)C | -0.4 | 3
CCN1CCN(Cc2ccc(NC(=O)c3cc(NC(=O)C4=NN(c5ccccc5)C(=O)C4)cc(OC)c3)cc2C(F)(F)F)CC1 | -1.3 | 16
CCOC(=O)C1=C(COC(=O)[C@@H]2CCCN2S(=O)(=O)c2ccc(C)cc2)NC(=O)NC1C (stereo partly drawn) | -1.9 | 16
CN1CC(c2ccc(Cl)c(Cl)c2)[C@@]2(COc3ccccc3C2=O)[C@@]12C(=O)Nc1ccccc12 (stereo partly drawn) | -1.7 | 17
COc1cccc(NC(=O)COC(=O)c2ccc(S(=O)(=O)NCc3ccco3)cc2)c1 | 5.1 | 14
COc1ccccc1N1CCN(C(=O)CSc2nnc3n2C(C)(C)Cc2ccccc2-3)CC1 | nt | 19
CN1CCN(c2ccccc2NC(=O)c2c(F)cccc2F)CC1 | -0.5 | -4
C=CCOC(=O)C1=C(C)NC(SC)=C(C#N)C1c1ccc(OCC)cc1 (stereo not drawn) | -1.0 | 15
O=C(CCN1C(=O)/C(=C/c2ccc(F)cc2)SC1=S)NCCc1ccc(O)cc1 | -0.7 | 1

Given with each value named: entries from further up
> CCc1ccc(-c2cn(-c3nc(C)cc(C)n3)c(=N)o2)cc1
- STK33 kinase inh: -2.7
- OX1R FRET antag: 13
> CCCCn1c(N)c(N(CCOC)C(=O)C(C)Oc2ccc(Cl)cc2)c(=O)[nH]c1=O (stereo not drawn)
- STK33 kinase inh: nt
- OX1R FRET antag: 16
> CN(/N=C/c1ccccc1O)C(=S)c1ccccc1
- STK33 kinase inh: -0.3
- OX1R FRET antag: 13

Later entries:
SMILES | STK33 kinase inh | OX1R FRET antag
CN1CCN(c2ccc(CNS(=O)(=O)c3ccsc3)cc2)CC1 | -0.7 | 1
CCOC(=O)CN1C(=O)C(=O)c2cccc(C)c21 | -0.7 | 11
O=C(COC(=O)CNC(=O)c1ccc(Br)cc1)NCCC1=CCCCC1 | -0.5 | 18
Nc1nc2c(s1)CCc1c-2cnn1-c1ccccc1 | 4.6 | 61*
CC1NC(=O)NC1CCCCC(=O)O (stereo not drawn) | -1.6 | 23
CCOC(=O)C(C)(C)NS(=O)(=O)c1ccc(Cl)c([N+](=O)[O-])c1 | 3.5 | 32
COc1ccc(NS(=O)(=O)c2ccc3c(c2)CCN3C(=O)CCC(=O)O)cc1OC | 0.1 | 6
CCc1ccc([C@@H]2CC=C(C(=O)O)CN2S(=O)(=O)c2ccc(C)cc2)cc1 | -3.8 | 6
O=C(c1cc(S(=O)(=O)N2CCCCC2)ccc1F)N1CCCCC1 | -1.2 | 12
CN1C(=O)c2ccc(NC(=S)NC(=O)C(C)(C)C)cc2C1=O | -0.6 | 14
CC(Oc1ccc(Br)cc1)C(=O)N1CCc2ccccc21 (stereo not drawn) | 10 | 10
O=C(O/N=C(\c1ccccc1)c1ccccn1)c1ccc(Cl)c(Cl)c1 | -0.6 | 19
CCc1ccc(NC(=O)NC2CCCCCCC2)cc1 | -0.8 | nt
CCc1cc(=O)oc2c3c(cc(OCC(=O)NCc4ccncc4)c12)OC(C)(C)CC3 | 0.9 | 19
Cc1c(C(=O)N2CCCCC2C)sc2nc3n(c(=O)c12)CCC3 (stereo not drawn) | -2.3 | -2
CC(=O)N1CCN(S(=O)(=O)c2cccc(C(=O)OCN3C(=O)c4ccccc4C3=O)c2)CC1 | -1.9 | 7
Nc1c(C(=O)O)sc2nc(-c3ccccc3)cc(-c3ccccc3)c12 | -0.6 | 23
O=C(C1Cc2ccccc2CN1S(=O)(=O)c1cccs1)N1CCCCCC1 (stereo not drawn) | -2.1 | 12
CSc1ccc(S(=O)(=O)Nc2ccc(N3CCOCC3)c(Cl)c2)cc1 | 0.7 | 4
CCOC(=O)C(NC(=O)c1ccc(F)cc1)(Nc1sc2c(c1C(N)=O)CCC2)C(F)(F)F (stereo not drawn) | 0.1 | 6
O=C(N1CCCCCC1)N1CCN(S(=O)(=O)c2ccccc2)CC1 | -1.3 | -2
Cc1ccccc1CC(=O)N1CCOCC1 | -1.6 | 4
CCN(C[C@H]1N[C@@](C)(C(=O)OC)[C@H]2C(=O)N(Cc3ccccc3)C(=O)[C@@H]12)C(=O)c1ccc(C(C)(C)C)cc1 | nt | -1
COC(=O)CN1C(=S)N(Cc2ccccc2)C(=O)C1CC(=O)Nc1ccc(Br)cc1 (stereo not drawn) | 0.0 | 19
Cc1ccc(Cn2c(C3CCCN3c3nc(-c4ccc(F)cc4)cs3)nc3cc(Cl)c(Cl)cc32)cc1 (stereo not drawn) | 0.1 | 14
(listing goes on)
SMILES | STK33 kinase inh | OX1R FRET antag
O=C1OCC/C1=C\OCCCO/C=C1\CCOC1=O | 0.1 | 17
Cc1ccc(-c2nnc(OCC3CCCO3)c3ccccc23)cc1 (stereo not drawn) | 0.4 | 17
CCN(C(=O)CN1c2ccccc2CC1C)c1c(N)n(Cc2ccccc2)c(=O)[nH]c1=O (stereo not drawn) | 0.6 | 19
Nc1nnc(Cc2cccc(Br)c2)s1 | -1.2 | 8
Cc1c(Cl)cccc1NC(=O)Nc1ccn(C)n1 | -1.3 | 9
COc1ccc(Cl)cc1NC(=S)N(Cc1ccccc1C)CC1CCC(C(=O)O)CC1 (stereo not drawn) | -5.0 | 9
CCC1SC2=NC(C)=C(C(=O)OC)C(c3ccc(C)cc3)N2C1=O (stereo not drawn) | 0.3 | 39
COc1cc(OC)cc(C(=O)N[C@H](C(=O)OCC(=O)Nc2ccc(C)cc2C)C(C)C)c1 | -0.5 | -10
CCOc1cc(/C=C2\C(=O)ON=C2c2ccccc2)cc(Br)c1O | 4.4 | -2
COc1ccc(-c2nc3cc(NC(=O)c4ccc5c(c4)OCO5)ccc3o2)cc1 | -3.6 | 10
COc1ccc2c(c1)cc(C(=O)N[C@H](C(=O)N1CCC[C@H]1C(=O)O)C(C)C)n2C | -0.7 | 15
CCCCN(c1ccccc1)S(=O)(=O)N(C)C | -0.1 | 13
O=c1ccn([C@@H]2O[C@H](COS(=O)(=O)O)[C@@H](O)[C@H]2O)c(=O)[nH]1 | -0.3 | 3
O=C(CNC(=O)Cn1ccc2ccccc2c1=O)NCCCN1CCCCCC1 | -0.9 | 13
CCCc1c(O)nc(SCC(=O)NCCc2ccc(OC)c(OC)c2)[nH]c1=O | -2.3 | 6
COc1ccc(-c2csc(-c3[nH]cnc3N)n2)cc1 | -1.8 | 13
CN(Cc1ccco1)C(=O)c1ccc(S(=O)(=O)N2CCCCCC2)cc1 | 0.6 | 6
O=C(CCS(=O)(=O)c1ccc(Br)cc1)N1CCN(c2ccc(Cl)cc2)CC1 | -1.5 | 17
CC(=O)c1ccc(NS(=O)(=O)c2ccccc2)cc1 | -0.3 | 11
Cc1cc(NC(=O)COc2c(C)cccc2C)no1 | nt | 12
Cc1oc2c(C)c3oc(=O)c(CCC(=O)NCCCN4CCCC4=O)c(C)c3cc2c1C | 0.8 | 12
CN1CCN(C(=O)/C(=C/c2cn(S(=O)(=O)N(C)C)c3ccccc23)NC(=O)c2ccccc2)CC1 | -0.2 | 3
COc1ccc(NC(=O)N2CCC(C(=O)c3ccc4c(c3)OCCO4)CC2)cc1 | -0.8 | 8
Oc1c(Cl)cccc1C=Nc1cc(C(F)(F)F)ccc1N1CCCC1 | -0.1 | 9
Cc1nc2ccccc2c2oc(C(=O)Nc3ccc(C(C)C)cc3)cc12 | 0.3 | 66*
Continued:
SMILES | STK33 kinase inh | OX1R FRET antag
CN1CCN(CCOc2ccc(Cc3ccccc3)cc2)CC1 | -2.4 | 12
Cc1c(C2(O)C(=O)Nc3ccc(F)cc32)c(=O)n(-c2ccccc2)n1C (stereo not drawn) | 0.2 | 19
Clc1ccc(CO/N=C2\CCCc3nonc32)cc1 | -1.2 | 7
C/C(=N\Nc1ccc(S(=O)(=O)Nc2ccccc2)cc1[N+](=O)[O-])c1ccc(N2CCOCC2)cc1 | -1.3 | 9
COc1ccc(CN(C)C(C)C(=O)Nc2ccc(S(=O)(=O)N3CCOCC3)cc2)c(OC)c1 (stereo not drawn) | -0.5 | 24
Cc1cccc(-n2ccc(=O)c(C(=O)Nc3ccc(S(=O)(=O)Nc4onc(C)c4C)cc3)n2)c1 | -1.1 | 9
COc1cc2c(cc1NC(=O)COC(=O)CNS(=O)(=O)c1ccc(C)cc1)oc1ccccc12 | -0.6 | 31
CCOc1cc(C)nc(NCCc2ccc(OC)c(OC)c2)n1 | 0.8 | 5
Cc1ccc(NC(=O)CCS(=O)(=O)c2ccc(Br)cc2)nc1 | -1.6 | 9
Cc1ccoc1C(=O)N1CCN(C(=O)c2occc2C)CC1 | -1.3 | 16
CCCc1cc(-c2nc(-c3ccc(C)cc3)cs2)ccn1 | -0.6 | 14
CCOC(=O)c1cnc2c(Cl)c(Cl)ccc2c1NCCN1CCOCC1 | -0.3 | 8
